Cneo AK release – causes C. neoformans cell lysis. adenylate kinase release luminescence, 4 h; normalised: neutral wells 0, clomiphene wells 100. lysis activity, % at 15 µM. actives 0.2% (n = 360,000);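 active = mean lysis activity across replicates of at least 80%, whatever share of replicates individually reach that level; inactive = mean lysis activity below 80%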
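Assay system: log-phase C. neoformans yeast / Quantity: yeast cell density of 5 × 10^6 cells/mL / Medium: fresh YPD growth medium / Compound: single dose / Timing: static 4 h at 37 °C with compound, 1 h detection / Measured by: adenylate kinase release luminescence / Read-out: lysis from increased AK signal / Benchmarks: Clomiphene as positive lysis control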
PAX8 inh HTS – inhibitors of PAX8 transcriptional activity in RMG-I cells. RMG-I TPO-luciferase reporter, SteadyGlo, 24 h. inhibition, % at 12.6 µM. actives 1.2% (n = 360,000);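 active = mean replicate inhibition at least 60% with every replicate also reaching 60%; inconclusive = only one of the two criteria is met; inactive = mean below 60% and not all replicates reaching 60%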;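 note: luciferase light reporting Pax8 driven TPO promoter activity; plate controls were median of neutral control wells for no effect and mitoxantrone controls for full effect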
PGC1a acetyl inh – modulators of PGC1a acetylation; U2OS PGC1a acetylation, AlphaScreen anti-acetyl-lysine; with virally co-expressed GCN5 acetyltransferase; inhibition, % at 15.6 µM; actives 0.17% (n = 350,000); AID 651687;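 active = every replicate shows inhibition of at least 40%; inconclusive = mean inhibition at least 40% but some replicate below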;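 note: 0% = neutral control wells and 100% = positive control wells; some results beyond the cut were filed as inactive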
EWS-Fli inh – blocks EWS/Fli oncoprotein-driven transcription; inhibition, % at 12.6 µM; actives 0.67% (n = 350,000); A673 NR0B1-luciferase reporter, viability-normalised;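 active = mean inhibition of at least 50% after viability correction, with every replicate also passing that limit; inconclusive = mean reaches 50% but only one of two replicates passes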;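 note: firefly luciferase signal divided by Alamar Blue viability fluorescence both relative to DMSO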
LGR2 inh – Drosophila LGR2 receptor signaling inhibition. HEK293 LGR2, CRE-luciferase, bursicon-stimulated, 4 h. inhibition, % at 9.99 µM. actives 0.35% (n = 380,000). AID 720647;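 active = drop in luminescence signal, shown as inhibition above about 50% in the replicate tests, limit read from the data, passing the limit was not always enough; inconclusive = probably only some replicates passing the limit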;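 note: agonist challenge used bursicon conditioned medium at about half maximal strength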
miR-122 sensor – blocks miR-122 activity in Huh7 sensor cells. Huh7 miR-122 Renilla luciferase sensor, 48 h; neutral wells = 0, positive control = 100. activation (reporter increase), % at 12.5 µM. actives 0.3% (n = 340,000);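 active = mean replicate activation score at least 90 and every replicate individually at or above 90; inconclusive = only one of the two criteria met; inactive = neither criterion met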;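 note: higher luciferase means less miR-122 activity so hits act as miR-122 inhibitors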
CASP6 VEID inh – caspase-6 (human) enzyme inhibition; P55212; purified caspase-6, Z-VEID-R110 cleavage fluorescence; inhibition, % at 12.5 µM; actives 0.53% (n = 350,000); AID 686996;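 active = mean inhibition across replicates at least about 35%, with every replicate also reaching that limit, limit read from the data; inconclusive = only one of the two criteria met; inactive = neither criterion met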;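 note: 0% = median of neutral control wells and 100% = no fluorescence left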
Target sequence (P55212 24-179 limits assumed): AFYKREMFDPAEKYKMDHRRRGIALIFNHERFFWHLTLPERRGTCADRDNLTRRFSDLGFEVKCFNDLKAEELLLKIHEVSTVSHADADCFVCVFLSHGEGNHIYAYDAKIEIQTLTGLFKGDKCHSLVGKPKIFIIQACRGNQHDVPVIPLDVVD
Target sequence (P55212 194-293 limits assumed): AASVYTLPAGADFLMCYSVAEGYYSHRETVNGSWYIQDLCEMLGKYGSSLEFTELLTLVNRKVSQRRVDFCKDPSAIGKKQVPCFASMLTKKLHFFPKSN
FN deposit inh – fibronectin deposition inhibition | AH1F fibroblasts, Alexa488-fibronectin deposition fluorescence, overnight | inhibition, % at 12.6 µM | actives 0.086% (n = 350,000);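 active = mean inhibition across replicates of 30% or more, regardless of how many single replicates reach that level; inconclusive = mean under 30% yet at least half of replicates reach 30%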;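 note: positive control wells lacked labelled fibronectin entirely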
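test system = AH1F fibroblasts assembling fluorescent fibronectin matrix | quantity = 10000 AH1F cells per well | buffer or medium = DMEM plus 2% serum, read in PBS | doses = single dose, pinned | incubation = 1 h cell attachment, overnight exposure to compound and label | detection = fluorescence at 485 nm excitation, 525 nm emission | read-out basis = inhibition from reduced deposited-fibronectin fluorescence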
* hit, by the source's call; u = inconclusive; x = no result given; & = joins results of further samples; [ ] = dose if it differs, or a comment.

Each structure is followed by: Cneo AK release, PAX8 inh HTS, PGC1a acetyl inh, EWS-Fli inh, LGR2 inh, miR-122 sensor, CASP6 VEID inh, FN deposit inh
> CCCn1c(N)c(N(CCOC)C(=O)c2ccc(C#N)cc2)c(=O)[nH]c1=O
    0.7, 5.7, -7.5, -0.9, 13.1, -4.0, 1.1, -3.6
> COC(=O)c1ccc(/C=C/C(=O)O)cc1
    1.3, -10.4, -2.9, 0.2, 26.2, -5.3, -2.1, 0.7
> Cc1cccnc1
    3.9, x, -3.4, -3.4, -15.2, -2.4, -2.7, x
> O=C(C[C@H]1C=C[C@@H](NS(=O)(=O)c2ccccc2)[C@H](CO)O1)NCc1ccncn1
    0.5, -2.9, 2.3, -6.2, 5.9, x, -0.5, x
> O=C(c1ccccc1)N1CC(=O)N2[C@@H](CO)[C@@H](c3ccc(C#CC4CC4)cc3)[C@@H]2C1
    x, 8.7, 19.3, -7.9, 0.9, x, 0.6, x
> COc1ccc(CN(C)C[C@H]2OCCCC[C@@H](C)Oc3ccc(NC(=O)NC(C)C)cc3C(=O)N([C@H](C)CO)C[C@H]2C)cc1
    -1.9, -26.6, -4.1, -0.1, 9.1, 4.8[16.7 µM], -0.3, x
> CNC[C@H]1Oc2cc(-c3ccccc3OC)ccc2S(=O)(=O)N([C@@H](C)CO)C[C@@H]1C
    4.5, x, 8.0, -4.6, 1.5, 12.2[16.7 µM], 4.0, x
> C/C=C/c1ccc2c(c1)O[C@H](CN(C)C(=O)C1CCCCC1)[C@@H](C)CN([C@@H](C)CO)S2(=O)=O
    x, -17.9, 17.7, -2.1, -5.1, x, x, x
> COc1ccc(NC(=O)CC2C(=O)N(c3cccc(OC)c3)C(=O)N2Cc2ccco2)cc1 (configuration not stated)
    2.5, 5.1, -30.7, 6.2, 18.2, 1.1, 3.1, 8.0
> CCCNC(=O)NC(=O)CN1C(=O)NC(C)(c2ccc3ccccc3c2)C1=O (configuration not stated)
    3.6, 5.1, -1.5, 6.3, -2.0, -3.8, -1.3, -6.5
> C[C@@H]1CN([C@@H](C)CO)C(=O)c2cc(NS(=O)(=O)c3ccc(Cl)cc3)ccc2O[C@H]1CN(C)C(=O)Nc1ccccc1
    -1.6, -4.4, 9.9, -7.8, 1.8, -3.2[16.7 µM], 0.7, x
> COc1ccc(CN(C)C[C@@H]2OCc3cnnn3CCCC(=O)N([C@@H](C)CO)C[C@H]2C)cc1
    8.7&-0.3, -0.2&-15.6&-0.6, -0.4&5.1&38.5, -3.1&-11.3&-1.6, 1.1&11.8, -3.4, -2.8&-2.3, 3.6&6.0
> C[C@@H]1CN([C@H](C)CO)C(=O)c2cc(C#Cc3cccc(F)c3)cnc2O[C@H]1CN(C)C(=O)c1ccccc1F
    2.9, x, -4.1, 10.4, 13.5, -3.0[16.7 µM], 2.6, 2.0
> CCCCN(C(=S)NC(=O)c1ccccc1)c1c(N)n(Cc2ccccc2)c(=O)[nH]c1=O
    -2.2, 14.0, -7.9, 5.0, 11.4, 2.6, 2.7, 0.1
> CC(=O)Nc1ccc(S(=O)(=O)N2CCC(Oc3ccc(-n4cnnn4)cc3)CC2)cc1
    -0.6, -4.3, -12.7, x, 3.5, 3.4, 1.6, -3.3
> O=C(Nc1ccccc1)C1=C[C@H](c2ccc(C(F)(F)F)cc2)C[C@H](OCc2ccc(CO)cc2)O1
    -3.1, -38.5&4.5, 12.2, -51.3&-2.6, -31.8, x, 0.2&-1.1, 0.3
> O=C(/C=C/c1ccccc1)Nc1cccc(C(=O)N2CCCC2)c1
    -3.3, -27.0, 24.9, -32.2, -14.4, -4.3, 0.7, 0.4
> COc1ccc(NC(=O)N(C)C[C@H]2OCCCC[C@@H](C)Oc3ccc(NC(=O)Nc4ccccc4)cc3C(=O)N([C@H](C)CO)C[C@H]2C)cc1
    6.4, 22.8, 6.6, 9.4, 7.6, -6.3[16.7 µM], 0.4, -2.8
> Cc1ccc(Cn2nc3c4cc(F)ccc4n(Cc4ccc(F)cc4)cc-3c2=O)cc1
    -1.2, -8.8, x, 5.1, 0.1, -1.2, -0.9, -0.2
> COc1cccc(NC(=O)COC(=O)c2c(C)noc2C)c1
    -0.3, -0.8, 2.1, -0.6, 4.1, 0.1, 0.9, -0.9
> C[C@H](CO)N1C[C@H](C)[C@@H](CN(C)C(=O)Nc2ccc3c(c2)OCO3)OCc2cnnn2CCCC1=O
    -1.6&-28.7, 8.7, -7.6&-3.1, -4.5&-5.7, -0.6, 1.8&1.0[16.7 µM], -0.4&2.3, -5.9
> COC(=O)[C@]12C[C@H](CC(=O)N3CCOCC3)C(=O)N(Cc3ccccc3)C1=C[C@H](C(C)(C)C)O[C@@H]2C
    x, -15.8, x, -7.1, -3.8, x, -0.4, 5.4
> C/C(=N\NC(=O)CNc1ccccc1Cl)C(C)(C)C
    -16.7, -2.0, 7.7, x, x, -8.0, x, 1.3
> O=C(Nn1c(C2CCCCC2)nc2ccccc2c1=O)c1cc(Cl)ccc1[N+](=O)[O-]
    x, 1.3, 4.1, -2.1, -3.5, 3.8, 0.9, 3.4
> COc1cc(CN2CCCCCC2)cc([N+](=O)[O-])c1O
    -2.9, 10.7, -11.7, 9.6, 3.3, -7.6, -0.1, 9.2
> O=C(NCCc1ccccc1)C1CCC(CNc2nc(=S)[nH]c3ccccc23)CC1 (configuration not stated)
    0.3, 6.8, 10.3, 13.5, x, 3.6, -0.3, 3.2
> CCc1nn(CC(=O)N2CCN(c3ccc(F)cc3)CC2)c(=O)c2cc3occc3n12
    -0.7, -10.7, -2.4, x, 7.8, -8.4, 0.7, -1.7
> CN(N=Nc1ccc([N+](=O)[O-])cc1)c1ccccc1
    0.3, -170.7, -1.2, -105.6, x, -8.3, 3.5, 17.5
> CN(CC(=O)Nc1ccc(F)cc1)C(=O)COC(=O)Cc1c(F)cccc1Cl
    -2.5, 18.1, x, 7.8, -10.5, x, 6.1, -2.2
> O=C1C=C(c2ccc(C(=O)O)c(Cl)c2)C[C@@H](c2ccc3c(c2)OCO3)C1
    2.6, -0.6, 7.3, 1.1, -3.2, -3.2, 7.0, -2.4

Brought forward from above: 3 entries, then new ones.
Each structure is followed by: Cneo AK release, PAX8 inh HTS, PGC1a acetyl inh, EWS-Fli inh, LGR2 inh, miR-122 sensor, CASP6 VEID inh, FN deposit inh
> CN(N=Nc1ccc([N+](=O)[O-])cc1)c1ccccc1
    0.3, -170.7, -1.2, -105.6, x, -8.3, 3.5, 17.5
> CN(CC(=O)Nc1ccc(F)cc1)C(=O)COC(=O)Cc1c(F)cccc1Cl
    -2.5, 18.1, x, 7.8, -10.5, x, 6.1, -2.2
> O=C1C=C(c2ccc(C(=O)O)c(Cl)c2)C[C@@H](c2ccc3c(c2)OCO3)C1
    2.6, -0.6, 7.3, 1.1, -3.2, -3.2, 7.0, -2.4
> CCCc1c(-c2ccccc2F)ncn1CCc1ccccc1OC
    x, 22.1, x, 20.0, u, x, 2.7, -5.5
> O=S(=O)(O)CCN1CCOCC1
    -0.1, x, 1.4, x, -18.7, 8.7, x, x
> CC=Cc1ccc2n(c1=O)C[C@@H]1[C@@H](CO)[C@H](C(=O)N3CCc4ccccc4C3)[C@H]2N1CC (mixture of isomers)
    1.9, x, x, -3.5, -4.5, x, -2.4, x
> C[C@H]1CN([C@@H](C)CO)C(=O)c2cccc(NS(=O)(=O)c3ccc(Cl)cc3)c2O[C@@H]1CN(C)C
    3.7, -19.6, -7.7, -13.9, 10.3, 8.3[16.7 µM], -1.2, -3.7
> COC(=O)Cn1c(CN2CCN(c3ccccc3F)CC2)nc2c1c(=O)n(C)c(=O)n2C
    -1.0, -8.7, 25.3, -1.3, -8.9, -0.3, 1.7, -0.3
> CN(CCOc1ccccc1)C(=O)c1ccc(F)c(S(=O)(=O)N2CCOCC2)c1
    1.3, 1.6, x, -12.8, -17.0, x, -142.0, -1.1
> C[C@@H]1CN([C@@H](C)CO)C(=O)c2cc(NC(=O)CCCN(C)C)ccc2O[C@@H]1CN(C)C(=O)Nc1ccc2c(c1)OCO2
    x, x, 4.9, -9.0, -21.5, x, 2.6, -1.8
> CC(C)(C)OC(=O)N1Cc2ccccc2C[C@H]1C(=O)NC1CCCC1
    -2.5, -1.3, -7.0, 4.1, -20.6, 0.3, 1.1, -0.6
> CC(C)NC(=O)Nc1cccc2c1O[C@H](CN(C)S(=O)(=O)c1ccc(F)cc1)[C@@H](C)CN([C@H](C)CO)C2=O
    -0.4&0.7, 8.9&-9.3, -0.9, 6.7&-0.8, -7.1&1.9, 11.8[16.7 µM], 0.7&2.0, 2.4&-2.1
> CCc1c(-c2ccccc2)ncn1Cc1cccc(-c2ccccc2)c1
    x, 5.6, x, 9.4, 31.0, x, -8.4, -1.5
> CCOC(=O)[C@H]1[C@H]2COc3ccc(OC)cc3[C@@H]2N2C(=O)c3cc(OC)c(OC)cc3NC(=O)[C@@]12C
    0.1, -7.8, 7.2, 2.9, -0.6, -7.6, 1.4, 4.4
> Cc1cccn2c(=O)c3cc(C(=O)N4CCN(C(=O)c5ccco5)CC4)n(C)c3nc12
    0.5, x, 9.1, x, x, -6.5, x, 1.2
> O=C(c1cccnc1)N1CC2(C1)[C@H](c1ccccc1)[C@H](CO)N2C(=O)C1CCC1
    x, -24.4, 2.1, -1.5, 5.5, x, 2.0, x
> C=CCOC(=O)C1=C(C)Nc2[nH]c(=O)[nH]c(=O)c2C1c1ccccc1 (configuration not stated)
    x, 3.0, x, -1.6, 15.0, x, 4.4, 10.9
> Cc1ccc(/C=N/Nc2nnc(Cl)c3ccccc23)cc1
    -3.9, -119.9, -5.5, -10.6, -29.9, 2.0, 1.0, 1.7
> COC(=O)C1(C)NC(c2ccc(Cl)cc2)C2C(=O)N(c3ccccc3)C(=O)C21 (configuration not stated)
    -0.5, 5.6, x, -0.5, 17.7, x, 1.0, 7.8
> O=C(c1[nH]c(C(F)(F)F)nc1-c1ccccc1)N1CCN(c2ccncc2)CC1
    -1.2, 3.1, 7.3, 10.0, -7.7, 8.1, -23.1, -9.0
> CN(C)CC(=O)Nc1ccc2c(c1)[C@H]1C[C@@H](CC(=O)N(C)C)O[C@@H](CO)[C@H]1O2
    1.1, x, -0.3, -11.3, -1.9, -3.2[16.7 µM], 1.8, -2.8
> C/C=C/c1ccc(OCCCCNCc2ccco2)c(OC)c1
    -0.9, 15.6, -0.7, 4.6, 3.9, -3.4, x, 2.1
> CCOC(=O)c1cc[n+](CC(=O)c2ccc(F)cc2)cc1
    6.3, 5.1, -6.2, x, -15.0, -2.7, x, -8.8
> CN(CC(=O)Nc1ccc(F)cc1)C(=O)C1CCN(C(=O)Nc2ccccc2)CC1
    0.1, 4.1, 2.1, -4.5, 1.4, -2.1, -56.1, 0.8
> CC(C)NC(=O)c1onc(CSc2ccc(F)c(F)c2)c1C(=O)O
    1.6, 6.5, -4.8, -0.6, 4.6, 1.7, 0.6, -11.8
> Cc1cccc(C)c1NC(=S)N(Cc1cccnc1)Cc1ccccc1Cl
    0.2, -13.8, 1.7, 5.0, 7.7, -4.1, 0.1, -2.1
> CCOC(=O)c1c(C)[nH]c(C)c1C(=O)CSc1nc2ccccc2c(=O)n1-c1ccc(C)cc1
    x, -6.1, x, x, -12.5, -4.4, x, -2.7

High-throughput results from PubChem BioAssay.
